Bioassay records (PubChem)
GLP-1R agonist – activates the human GLP-1 receptor | Potency, µM (highest dose often 45.6 µM), for the others: at the top dose activation, hits mostly activators | P43220 | actives 0.007% (n = 380,000) | HEK293 GLP-1R CRE-luciferase, luminescence, 4-6 h; cells express a hypersensitive GLP-1R form; note: % of control where 0% means no effect
Target sequence (P43220 whole entry, looked up): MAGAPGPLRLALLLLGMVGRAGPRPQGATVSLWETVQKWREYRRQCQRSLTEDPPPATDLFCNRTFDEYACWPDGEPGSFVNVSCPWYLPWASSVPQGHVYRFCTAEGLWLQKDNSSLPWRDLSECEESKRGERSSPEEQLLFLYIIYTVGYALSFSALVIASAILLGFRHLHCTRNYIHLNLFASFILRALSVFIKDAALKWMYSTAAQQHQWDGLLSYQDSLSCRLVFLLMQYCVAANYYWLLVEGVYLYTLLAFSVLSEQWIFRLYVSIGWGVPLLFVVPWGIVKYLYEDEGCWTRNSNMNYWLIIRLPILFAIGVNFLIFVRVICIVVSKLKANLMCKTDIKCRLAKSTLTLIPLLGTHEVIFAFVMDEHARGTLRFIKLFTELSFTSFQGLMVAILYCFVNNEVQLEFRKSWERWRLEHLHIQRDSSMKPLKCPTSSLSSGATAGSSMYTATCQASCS
SW480 rereplic – DNA re-replication induction in SW480 cells. AID 624297. Potency, µM (top dose mostly 46.1 µM), without a hit: at the top dose re-replication activation, actives largely listed as activators. SW480 DNA re-replication, Hoechst DNA content imaging, 48 h. actives 1.8% (n = 340,000); note: % of control where 0% means no effect; nearly all actives have a fitted effect of over 55% in size
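Per well, 250 cells were exposed to pinned compound for 48 hr. Nuclear DNA was visualised with Hoechst (40 min, 37 C) and total object intensity recorded by fluorescence scanning.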
GLP1R inv ag – acts as inverse agonist at human GLP-1 receptor; P43220; HEK293 GLP-1R CRE-luciferase, luminescence, 24 h; GLP-1R form is constitutively active; Potency, µM (titrated, usually from 38.3 µM), inactives show at the top dose activity change, negative = inhibition, usual class: inhibitors; actives 1.6% (n = 410,000); note: % is set by controls: 0 for no effect and ±100 for the full control effect; nearly all actives have a fitted effect of over 55% in size
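HEK293 cells stably co-expressing a cAMP-responsive luciferase reporter and constitutively active GLP-1R were seeded, incubated 12 h, then exposed to compounds for 24 h at 37 C. Luminescence was read 12 min after detection reagent; inverse agonists lower signal.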
HT1080 IDH1KD tx – kills HT-1080 cells with IDH1 knockdown | HT-1080 IDH1 knockdown viability, ATP luminescence, 48 h | Potency, µM (titrated, usually from 46.1 µM), without a hit: at the highest dose activity, negative = toxicity, usual class: cytotoxic | actives 2% (n = 360,000) | AID 686971;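 note: 0% = DMSO wells and -100% = cell-free medium wells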
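Assay cells: HT-1080 with IDH1 knockdown, 750 per well, RPMI/5% FBS. Exposure: 48 h at 37 °C following 2 h pre-incubation. Read: CellTiter-Glo luminescence; fitted concentration-response, curve class assigned.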
TDP-43 yeast inh – inhibitors of TDP-43 toxicity in yeast; TDP-43 expressing yeast growth rescue, BacTiter-Glo, 24 h; Potency, µM (series often up to 46.1 µM), for the others: at the top dose growth rescue (activation), most hits filed as activators; actives 1.8% (n = 410,000); note: % of control where 0% means no effect; nearly all actives have a fitted effect of over 50% in size
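Luminescence from BacTiter-Glo reports growth of TDP-43-expressing yeast after 24 hr at 30 deg C with compound. Cells were raffinose-pregrown to mid-log, then seeded in galactose medium at OD600=0.02.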
GLP1R cytotox – cytotoxicity in counter-screen for GLP-1R inverse agonists | Potency, µM (titrated, usually from 38.3 µM), inactives show at the top dose activity change, negative = inhibition, most hits filed as inhibitors | HEK293 cAMP-luciferase reporter cells, luminescence, 24 h | actives 0.13% (n = 410,000);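 note: loss of luciferase light is scored as toxicity; % is set by controls: 0 for no effect and ±100 for the full control effect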
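Step one: seed cells (200 cells/uL, DMEM with 10% Nu serum, 1% pen-strep). Step two: 12-hour incubation at 37 deg C. Step three: pin 23 nL compound, incubate 24 hr. Step four: add luciferase reagent, read luminescence 12 min later.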
KB-3-1 cytotox – KB-3-1 parental cell cytotoxicity | Potency, µM (top dose mostly 46.1 µM), inactives show at the top dose activity change, negative = cytotoxic, usual class: cytotoxic | KB-3-1 viability, CellTiter-Glo ATP luminescence, 72 h | actives 1.4% (n = 400,000) | AID 1347075; note: % is set by controls: 0 for no effect and ±100 for the full control effect; nearly all actives have a fitted effect of over 60% in size
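Parental KB-3-1 viability, qHTS format: 72 h compound exposure, 37 °C; CellTiter-Glo; media-only wells and DMSO plates as controls; concentration-effect fits on corrected data.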
HT1080-NT tox – kills 2HG-producing HT-1080-NT fibrosarcoma cells; HT-1080-NT fibrosarcoma viability, CellTiter-Glo ATP luminescence, 48 h; actives 1.6% (n = 360,000); Potency, µM (titrated, usually from 46.1 µM), for the others: at the top dose activity, negative = less viability, usual class: cytotoxic;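 note: NT is the 2HG producing partner of a matched IDH1 knockdown line; 0% = DMSO-treated cells and -100% = media-only wells without cells; nearly all actives have a fitted effect of over 55% in size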
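A 48-hour cytotoxicity screen used HT-1080-NT cells plated 2 hours before compound delivery. ATP-based CellTiter-Glo luminescence measured viability, normalized to DMSO and no-cell controls.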
KB-V1 MDR tox – KB-V1 MDR subline cytotoxicity; Potency, µM (doses to about 46.1 µM), for inactives: top-dose activity change, negative = cytotoxicity, usual class: cytotoxic; KB-V1 MDR cells viability, CellTiter-Glo, 72 h; AID 1347076; actives 3.4% (n = 400,000); note: % is set by controls: 0 for no effect and ±100 for the full control effect; nearly all actives have a fitted effect of over 60% in size
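Luminescent ATP read-out (CellTiter-Glo, 10 min) measures survival of drug-selected KB-V1 MDR cells after 72 h, 37 degrees C compound exposure. Medium: phenol-red-free DMEM, 10% FBS. Values from fitted concentration-response curves.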
* marks the source's active call; other numbers are inactive results; ? = inconclusive; . = no result given; & = joins results of further samples; [ ] = remark or other dose. Calls come from the whole dose curve; as a rule, active = well fitted curve in the direction sought with a large enough effect; inconclusive = small, poorly fitted or top-dose-only effect, or another doubt; inactive = no such curve, though single readings can be large; an effect the other way counts as inactive or inconclusive. Potency is the fitted concentration of half-maximal effect.

SMILES	GLP-1R agonist	SW480 rereplic	GLP1R inv ag	HT1080 IDH1KD tx	TDP-43 yeast inh	GLP1R cytotox	KB-3-1 cytotox	HT1080-NT tox	KB-V1 MDR tox
C=CCNc1ccc(F)c(F)c1N1CCCCCC1=O	-3%	0%	?	0%	13%	-3%	2%	-9%	15%
COc1ccc(OC)c(C(=O)CN2CCN(S(=O)(=O)c3ccc(Br)cc3)CC2)c1	4%	?	61%[activator]	-2%	11%	18%	-2%	-3%	-3%
O=C(O)Cc1ccc(NC(=O)c2cnccn2)cc1	9%	-12%	1%	0%	-9%	1%	8%	-13%	29%
Cc1cc(SCC(=O)Nc2cccc(S(=O)(=O)N3CCOCC3)c2)nc2ccccc12	14%	17%	-4%	-3%	-3%	3%	1%	-1%	-10%
CCCCCCc1ccc(N2C[C@H](Cc3ccccc3)[C@@H](CC(=O)Nc3ccccc3)C2=O)cc1	-3%	12%	?	1%	4%	1%	0%&-4%	11%	?
Cc1c(CNC2CCC(C)CC2)c(C(=O)O)c(C)n1Cc1ccccc1 (stereo not drawn)	3%	.	25%	2%	0%	88%[activator]	8%	0%	-9%
OCCCn1c(C2CCCN2c2nc(-c3ccc(Cl)cc3)cs2)nc2cc(C(F)(F)F)ccc21 (stereo not drawn)	-3%	0%	-2%	-9%	?	-11%	-16%	-25%	1%
CC1C(=O)N(Cc2cn(CCC3OCCO3)nn2)CCS(=O)(=O)N1Cc1ccc(-c2cccc(N(C)C)c2)cc1 (stereo not drawn)	-5%	.	15%	-6%	-4%	2%	-8%	0%	-4%
CCOc1ccc(S(=O)(=O)N(CC)CC)cc1NS(=O)(=O)c1ccc(F)c(F)c1F	3%	0%	?	-7%	26%	7%	-12%	-3%	-12%
COc1cc(-c2nnc(COc3ccc(Cl)cc3C)o2)cc(OC)c1OC	1%	4%	1%	2%	-1%	-25%	-16%	-4%	-29%
CN(CC(=O)N1CCc2ccccc21)S(=O)(=O)c1cccs1	-4%	-5%	-1%	-5%[9.24 µM]	1%	-16%	7%	0%	?
CCCCCC(=O)NNC(=O)c1c(O)c2ccccc2n(CC)c1=O	1%	?	0%	-14%	-54%[inhibitor]	14%	?	-8%	23µM*

Reprinted at random: 4 records from the list.
SMILES	GLP-1R agonist	SW480 rereplic	GLP1R inv ag	HT1080 IDH1KD tx	TDP-43 yeast inh	GLP1R cytotox	KB-3-1 cytotox	HT1080-NT tox	KB-V1 MDR tox
CCCCCCc1ccc(N2C[C@H](Cc3ccccc3)[C@@H](CC(=O)Nc3ccccc3)C2=O)cc1	-3%	12%	?	1%	4%	1%	0%&-4%	11%	?
C=CCNc1ccc(F)c(F)c1N1CCCCCC1=O	-3%	0%	?	0%	13%	-3%	2%	-9%	15%
OCCCn1c(C2CCCN2c2nc(-c3ccc(Cl)cc3)cs2)nc2cc(C(F)(F)F)ccc21 (stereo not drawn)	-3%	0%	-2%	-9%	?	-11%	-16%	-25%	1%
CC1C(=O)N(Cc2cn(CCC3OCCO3)nn2)CCS(=O)(=O)N1Cc1ccc(-c2cccc(N(C)C)c2)cc1 (stereo not drawn)	-5%	.	15%	-6%	-4%	2%	-8%	0%	-4%

Remaining list, next part.
SMILES	GLP-1R agonist	SW480 rereplic	GLP1R inv ag	HT1080 IDH1KD tx	TDP-43 yeast inh	GLP1R cytotox	KB-3-1 cytotox	HT1080-NT tox	KB-V1 MDR tox
CC(C)c1c(C(=O)N/N=C/c2ccc3c(c2)OCO3)nnn1-c1nonc1N	6%	-1%	-28%	12%	11%	-1%	0%	9%	14%
CCN(CC)S(=O)(=O)c1ccc(Cl)c(C(=O)NCCN2CCOCC2)c1	9%	10%	12%	10%	16%	-3%	4%	16%	11%
CCN(C(=O)c1cc(Cl)ccc1OC)c1ccccc1	-8%	-3%	0%	13%	?	15%	-10%	2%	?
Cc1ccc(-c2c(C(=O)O)c(C(=O)O)c3n2CSC3)cc1	-2%	10%	18%	14%	10%	-15%	6%	5%	11%
Cc1cc(C)nc(N2CCCC(C(=O)NCC(c3ccccc3)c3ccccc3)C2)n1 (stereo not drawn)	0%	11%	-2%	5%	14%	-5%	7%	2%	?
NC(=O)NC(CC(=O)N1CCc2ccccc2C1)c1ccc(Cl)cc1 (stereo not drawn)	8%	2%	15%	4%	1%	16%	24%	10%	21%
Cn1nnnc1Sc1ncnc2scc(-c3ccc(Cl)cc3)c12	-2%	15%	.	.	.	.	?	.	?
O=C(CCSc1nnc(-c2ccc(O)cc2)o1)N1CCOCC1	7%	-20%	-6%	-2%	-5%	6%	10%	0%	1%
O=C1N=c2ccccc2=C1c1sc(=S)n(-c2ccc(O)cc2)c1O	-4%	-1%	12%	-12%	-14%	-4%	-4%	-4%	-17%
CC1=Nn2c(nnc2-c2ccccc2)SC1	-9%	3%	-16%	-1%	-10%	-2%	-1%	7%	?
N#Cc1ccsc1NC(=O)C1=COCCO1	5%	-8%	9%	-4%	16%	-21%	3%	5%	0%
O=c1c(Cl)c(NCC2CCCO2)cnn1C12CC3CC(CC(C3)C1)C2 (stereo not drawn)	-2%	13%	-30%	-7%	-25%	14%	-7%	-2%	-20%
COc1ccc(CNC(=O)CN2C(=O)COc3ccc(S(=O)(=O)NC4CCCC4)cc32)cc1	-1%	7%	-17%&-21%	0%	-4%&2%	-4%&3%	8%&-10%	1%	?
S=C(Nc1ccc2nsnc2c1)N1CCCCC1	5%	-12%	2%	?	?	-4%	1%	?	?
Cc1cc(=S)cc(C)n1CCCn1ccnc1	-16%	-1%	0%	3%	-9%	0%	2%	11%	?
CS(=O)(=O)Nc1ccccc1C(=O)Nc1ccc2c(c1)OCCO2	-9%	-4%	5%	-1%	7%	-2%	0%	6%	0%
CCn1c(CN2CCC(C)CC2)nc2cc(NC(=O)COc3ccc(Cl)c(C)c3)ccc21	.	.	?	.	-4%	-11%	?	.	?
CN1C(=O)N(C)C2(c3ccccc3)N(C)C(=O)NC12c1ccccc1 (stereo not drawn)	-4%	0%	18%	-7%	-37%[inhibitor]	19%	1%	-6%	-27%
CCOC(=O)c1ccc(NC(=S)Nc2ccc3[nH]c(=O)[nH]c3c2)cc1	12%	?	-2%	?	17%	6%	21%	-23%	17%
Cc1cc(-c2ccc(C)c(S(=O)(=O)N3CCN(c4ccc(F)cc4)CC3)c2)on1	-1%	?	-17%	-2%	-9%	-6%	?	3%	-20%
C=CCn1c(SCC(=O)NCc2ccc3c(c2)OCO3)nnc1C1COc2ccccc2O1 (stereo not drawn)	7%	3%	-11%	0%	0%	?	1%	2%	?
COc1ccc(CCNC(=O)C2CCN(S(=O)(=O)N3CCCCCC3)CC2)cc1OC	-1%	-4%	5%	8%	-29%	-15%	0%	5%	-6%
O=C(Nc1ccccc1)C1C2CCC3C(CCC21)C3(Cl)Cl (stereo not drawn)	-4%	13%	6.3µM*	-3%	13%	-16%	12%	-1%	-10%
Nc1nnnn1CC(=O)N/N=C/c1cc([N+](=O)[O-])ccc1O	-1%	-1%	-13%[7.66 µM]	-18%	0%[9.22 µM]	-3%[7.66 µM]	-3%	-8%	-18%
CCOC(=O)N1CCN(C(=O)c2ccc3c(c2)N(Cc2ccccc2)CCS3)CC1	1%	0%	-6%	1%	?	-3%	?	3%	?
Cc1n[nH]c(=O)nc1NC(C)c1ccccc1 (stereo not drawn)	11%	0%	-2%	5%	1%	9%	8%	1%	-2%
COc1ccccc1N1CCN(c2ccc(=O)n(CC(=O)NCc3ccc(OC(C)C)cc3)n2)CC1	.	.	-10%	.	-16%	-18%	-17%	.	1%
O=C(Cn1cnc2ccccc2c1=O)NC1CCS(=O)(=O)C1 (stereo not drawn)	-6%	-5%	3%	2%	5%	-2%	12%	3%	4%
CCOc1ccc(CCNC(=O)CCc2nnc3ccc(N4CCOCC4)nn23)cc1OCC	1%	-2%	16%	-13%	-1%	3%	0%	-3%	?
CCC1C(=O)NCCN1C(=O)c1ccc(OC)c(OC2CCN(C(C)=O)CC2)c1 (stereo not drawn)	1%	-1%	25%	8%	12%	0%	3%	8%	21%
CCN(CC)c1ccc(/C=N/Nc2ccccc2)c(O)c1	3%	?	0%	-22%	-16%	-9%	11%	?	?
CCOc1ccc(NC(=O)CCNS(=O)(=O)c2ccc3c(c2)CCCC(=O)N3)cc1	10%	.	-5%	.	9%	-14%	8%	.	-6%
COc1ccc(OCCCC(=O)NCCc2nc3ccccc3[nH]2)cc1	5%	6%	0%[7.66 µM]	-13%	11%[9.22 µM]	0%[7.66 µM]	0%	-12%	-5%
O=C(OCC(=O)N1CCc2ccccc21)C1=COCCO1	9%	10%	87%[activator]	2%	7%	24%	-3%	4%	-15%
CSCC(O)Cn1ncc2ccccc2c1=O (stereo not drawn)	3%	-5%	5%	7%	6%	0%	4%	3%	-2%
Oc1ccccc1Nc1ccccn1	9%	0%	-1%	-13%	-5%	2%	3%	-5%	1%
COc1ccc(C(=O)O)cc1S(=O)(=O)NCc1ccccn1	-1%	-4%	-4%	25%	8%	0%	4%	22%	0%
Cc1ccc2nc(SCC(=O)Nc3ccc4c(c3)OCCO4)nc(=O)n2c1	0%	-7%	66%[activator]	12%	3%	6%	14%	1%	16%
NC(=O)CC(NC(=O)c1ccccc1)c1ccc(NC2CCN(Cc3ccccc3)CC2)c([N+](=O)[O-])c1 (stereo not drawn)	-1%	0%	24%	1%	16%	7%	-4%	13%	0%
CCOC(=O)N1CCN(Cc2cn[nH]c2-c2cccc3ccccc23)CC1	12%	-14%	4%	6%	1%	5%	8%	0%	?
CCOc1ccc2ccccc2c1CNCCN1CCOCC1	1%	-5%	-38%	-8%	-19%	-5%	-6%	-12%	-15%
CCc1ccc(/C=C2\Oc3c(ccc(O)c3CN3CCN(C)CC3)C2=O)cc1	13%	12%	6%	-9%	-11%	245%[activator]	-3%	1%	-5%
CN(c1ccccc1C(=O)NCc1ccccc1Cl)S(=O)(=O)c1ccccc1	3%	?	?	0%	?	2%	1%	-4%	19%
